TRPV1 ag: agonists of human vanilloid receptor 1 (TRPV1). Q8NER1. TRPV1-expressing cells, Fluo-8 calcium influx, agonist mode. activation, % at 8.33 µM. 0.19% of 320,000 active. AID 540275; in the data active = activation above about 80%; inconclusive = between about 30% and that limit; also: 0% is about no effect
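Fluo-8 calcium influx in TRPV1-expressing cells, kinetic read (ex 480/em 520 nm). Compound added and read 3 min for agonist activity, followed by capsaicin at EC20 final and 2 min further read for enhancement.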
KCNH2 3.1 inh: blocks the human KCNH2 3.1 channel isoform; U2OS KCNH2 3.1, thallium flux FluxOr; stronger effect = lower value; activity change, % (tested at about 1.8 µM); 0.95% of 340,000 active;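 active = maximum activity change below -70%; inconclusive = maximum activity change from -70% to -50%; inactive = maximum activity change above -50%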;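 also: thallium influx rate constant from kinetic fluorescence after stimulation buffer; % is scaled to controls: 0 for no effect and ±100 for the full control effect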
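U2OS cells transduced with KCNH2 3.1 mutant virus (1.77 x 10^8 /mL, 4 h), plated overnight at 37 C, loaded 45 min with FluxOr dye plus Red40 quencher. Thallium flux rate constant from kinetic reads after stimulation buffer, normalised to controls.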
Eya2 phos inh: Eya2 (human) phosphatase inhibition; O00167; recombinant Eya2, OMFP fluorescence dephosphorylation (OMFP is methylfluorescein phosphate); Potency, µM (highest dose often 76.9 µM), inactives show top-dose activity, negative = inhibition, most hits filed as inhibitors; 0.006% of 330,000 active; AID 488837; also: potency is read from the fitted curve at half-maximal effect; % is scaled to controls: 0 for no effect and ±100 for the full control effect
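Eya2 (0.2 uM) preincubated 10 min at ambient with compound, then OMFP substrate added at 50 uM; 10 min reaction in 50 mM HEPES pH 7.5, 50 mM NaCl, 5 uM MgCl2, 0.05% BSA, 1 mM DTT. Fluorescence read at Ex 485/Em 525 nm.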
AT treatment: potential ataxia-telangiectasia treatment; […] A-T fibroblasts, KAP-1 phosphorylation AlphaLISA; neocarzinostatin DNA damage 30 min before lysis; Potency, µM (doses to about 57.5 µM), for inactives: at the top dose activation, actives largely listed as activators; 0.19% of 320,000 active; AID 485349; also: potency is read from the fitted curve at half-maximal effect; % of control where 0% means no effect; nearly all actives have a fitted effect of over 45% in size
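hTERT-immortalized A-T patient fibroblasts ([…]), 500 cells/well in OPTI-MEM, 1% FBS, got compounds for 60 min, then NCS for 30 min at 37C. Lysates were then assayed for phospho-KAP-1 by AlphaLISA (anti-pKAP1 donor, anti-KAP1 acceptor beads), 6 hr at 25C.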
KCNH2 WT inh: inhibitors of human wildtype KCNH2 potassium channel; U2OS, BacMam KCNH2, thallium flux FluxOr; stronger effect = lower value; AID 720551; 0.37% of 340,000 active; activity change, % at 1.84 µM; Q12809;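 active = maximum activity change below -70%; inconclusive = maximum activity change between -70% and -50%; inactive = maximum activity change above -50%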; also: % is scaled to controls: 0 for no effect and ±100 for the full control effect
Target sequence (Q12809 whole entry, looked up): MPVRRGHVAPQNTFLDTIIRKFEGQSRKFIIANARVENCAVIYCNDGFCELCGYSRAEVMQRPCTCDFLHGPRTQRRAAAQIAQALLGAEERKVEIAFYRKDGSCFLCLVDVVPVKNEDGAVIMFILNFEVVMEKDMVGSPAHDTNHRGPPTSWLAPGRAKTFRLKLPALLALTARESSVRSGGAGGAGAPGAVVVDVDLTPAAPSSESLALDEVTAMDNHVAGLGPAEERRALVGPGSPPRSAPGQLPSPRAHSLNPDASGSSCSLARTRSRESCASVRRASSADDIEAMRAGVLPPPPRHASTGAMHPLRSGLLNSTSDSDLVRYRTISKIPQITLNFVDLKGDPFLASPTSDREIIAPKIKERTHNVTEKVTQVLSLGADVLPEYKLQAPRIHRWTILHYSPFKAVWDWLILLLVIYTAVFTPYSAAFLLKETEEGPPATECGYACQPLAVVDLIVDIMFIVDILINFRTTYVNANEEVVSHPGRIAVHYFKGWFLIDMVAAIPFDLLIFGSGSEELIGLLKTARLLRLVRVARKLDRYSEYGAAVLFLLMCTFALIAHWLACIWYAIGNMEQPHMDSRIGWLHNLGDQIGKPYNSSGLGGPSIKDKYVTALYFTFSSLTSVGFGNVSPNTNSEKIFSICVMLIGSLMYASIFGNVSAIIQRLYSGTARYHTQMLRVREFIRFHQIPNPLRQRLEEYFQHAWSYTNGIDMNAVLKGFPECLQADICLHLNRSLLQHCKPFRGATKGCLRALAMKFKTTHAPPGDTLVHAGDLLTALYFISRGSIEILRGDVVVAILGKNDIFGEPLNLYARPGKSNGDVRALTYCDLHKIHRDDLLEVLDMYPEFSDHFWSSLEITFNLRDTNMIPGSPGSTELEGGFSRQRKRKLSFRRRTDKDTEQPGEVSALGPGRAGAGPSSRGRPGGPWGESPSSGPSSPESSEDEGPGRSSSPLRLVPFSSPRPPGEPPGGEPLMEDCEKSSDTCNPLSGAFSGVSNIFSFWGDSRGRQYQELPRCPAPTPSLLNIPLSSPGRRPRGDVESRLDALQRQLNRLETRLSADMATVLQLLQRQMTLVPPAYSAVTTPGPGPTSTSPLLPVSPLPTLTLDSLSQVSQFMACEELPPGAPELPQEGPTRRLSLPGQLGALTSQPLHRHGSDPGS
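U2OS cells transduced with wild-type KCNH2 virus are loaded with FluxOr dye for 45 min, and thallium flux is measured in kinetic reads before and after stimulation buffer. Rate constants are normalized to DMSO controls.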
TCR activator: T cell receptor activation | primary human leukocytes, anti-CD3, IL-2 HTRF, 48 h | Potency, µM (series often up to 9.22 µM), for the others: at the highest dose activation of IL-2 secretion, most hits filed as activators | 330,000 tested, under 10 active | AID 504894; also: % of control where 0% means no effect
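HTRF read-out of IL-2 secretion: europium cryptate donor excited at 320nm, d2 acceptor emission at 665nm. Cells were primary human leukocytes incubated 48 hr with compounds and a-CD3 beads, supplying TCR signal only.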
USP2a inh: inhibitors of human ubiquitin-specific protease USP2a; O75604; USP2 core, Ub-CHOP2 coupled fluorogenic reporter, 485/531; Potency, µM (titrated, usually from 38.3 µM), for inactives: at the top dose activity change, negative = inhibition, usual class: inhibitors; 0.01% of 330,000 active;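 also: potency is read from the fitted curve at half-maximal effect; plate controls were DMSO wells for no effect and full inhibition by NEM control for full effect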
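Cell-free coupled assay: 10nM USP2 core preincubated 30min RT with compound in Tris-HCl pH 8.0/CaCl2/CHAPS buffer, then 25nM Ub-CHOP2 and 25nM reporter substrate; fluorescence (Ex 485/Em 531) read after 60min RT, normalized to NEM inhibition, concentration-response curves fitted.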
TSHR antagonist: blocks TSH signaling through the human TSH receptor. TSHR-expressing cells, TSH-stimulated cAMP HTRF, 2 h; stronger effect = lower value. activity change, negative = inhibition, % at 11.5 µM. 0.2% of 330,000 active. AID 504810;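 active = activity change below a set negative limit, meaning inhibition stronger than a set level, cut at about -70% in these data; inconclusive = activity change between two set negative limits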; also: % is scaled to controls: 0 for no effect and ±100 for the full control effect
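Freshly harvested TSHR cells receive pin-tooled compound, then EC80 TSH at 4nM final. After 2 hours at 37 deg C, antibody in lysis buffer and cAMP-d2 are added; 30 minutes at ambient temperature precede the HTRF read.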
Mito fusion yeast: mitochondrial division inhibition or fusion activation. 0.23% of 320,000 active. S. cerevisiae fusion-defective mutant growth rescue, CellTiterGlo 48 h. Potency, µM (series often up to 46.1 µM), for the others: at the top dose growth rescue (activation), usual class: activators;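 also: potency is read from the fitted curve at half-maximal effect; % of control where 0% means no effect; nearly all actives have a fitted effect of over 45% in size; temperature-sensitive fusion mutants such as fzo1-1 at 37 °C on non-fermentable ethanol glycerol medium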
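Yeast fusion mutant, YPEG (non-fermentable carbon), compound, 48 h at 37C non-permissive; CellTiterGlo added, 10 min RT, luminescence read. Rescued growth = division inhibition.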
ELG1 repair inh: inhibitors of ELG1-dependent DNA repair in HEK293T cells; HEK293T ELG1-luciferase reporter, luminescence, 16 h; DNA damage induced by 5-fluorouridine; Potency, µM (series often up to 46.1 µM), inactives show top-dose activity change, negative = inhibition, actives largely listed as inhibitors; 2.3% of 330,000 active; also: potency is read from the fitted curve at half-maximal effect; % is scaled to controls: 0 for no effect and ±100 for the full control effect; nearly all actives have a fitted effect of over 55% in size
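Step one: seed 2,000 cells per well. Step two: pin-transfer compound or DMSO alongside 5-fluorouridine. Step three: incubate 16 hr, 37 °C, 5% CO2. Step four: add ONE-Glo, wait 30 min, read luminescence.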
* hit, by the source's call; u = inconclusive; x = not tested or not shown; [ ] = another dose, or the depositor's remark. Unless noted, calls follow the shape of the dose curve; as a rule, active = well fitted curve in the direction sought with a large enough effect; inconclusive = small, poorly fitted or top-dose-only effect, or another doubt; inactive = no such curve, though single readings can be large; an effect the other way counts as inactive or inconclusive. Some of the compounds tested. The share of hits here may be higher or lower than overall.

SMILES	TRPV1 ag	KCNH2 3.1 inh	Eya2 phos inh	AT treatment	KCNH2 WT inh	TCR activator	USP2a inh	TSHR antagonist	Mito fusion yeast	ELG1 repair inh
Cc1cc(NC(=O)c2cccc(S(=O)(=O)Nc3cccc(C(=O)O)c3)c2)no1	0	6	12%	2%	13	x	-1%	-6	-2%	6%
CS(=O)(=O)N1CCN(c2ccc(C(=O)NC34CC5CC(CC(C5)C3)C4)cc2[N+](=O)[O-])CC1	5	-5	2%	3%	-1	-1%[46.1 µM]	2%	12	0%	19%
CCCCOCCCNC(=O)COc1ccccc1	-1	-1	-12%	-1%	-9	-2%	-2%	-5	-5%	-3%
CCN(CC)C(=O)CSc1nnc([C@H](CCSC)NC(=O)OC(C)(C)C)o1	-3	-5	8%	-4%	-1	0%	1%	3	1%	-2%
CCOc1ccc(Br)cc1CNCCN1CCOCC1	1	19	2%	3%	5	0%[46.1 µM]	1%	5	0%	-8%
Cc1nc(/N=C(\N)NC(=O)NC2CCCCC2)nc2ccccc12	3	0	-2%	-9%	1	5%	4%	-13	-10%	9.2µM*
NC(=O)CNC(=O)C1CCN(S(=O)(=O)c2ccc(-n3cnnn3)cc2)CC1	1	19	-8%	-4%	-8	2%	-1%	-2	2%	18%
COC(C(=O)NNS(=O)(=O)c1ccccc1[N+](=O)[O-])c1ccccc1 (stereo not drawn)	1	12	19%	7%	-96*	0%	-1%	-4	2%	4%
CCc1cc2c(=O)oc(-c3ccccc3F)nc2s1	7	19	-8%	6%	2	-1%	-4%	-23	-3%	7%
CCOC(=O)C1CCN(CC(O)COc2ccc(C(=O)CC)cc2)CC1 (stereo not drawn)	1	1	-10%	-10%	12	-2%	1%	5	-8%	u

Arranged by number of heavy atoms (ascending): part of the list above
SMILES	TRPV1 ag	KCNH2 3.1 inh	Eya2 phos inh	AT treatment	KCNH2 WT inh	TCR activator	USP2a inh	TSHR antagonist	Mito fusion yeast	ELG1 repair inh
Cc1nc(/N=C(\N)NC(=O)NC2CCCCC2)nc2ccccc12	3	0	-2%	-9%	1	5%	4%	-13	-10%	9.2µM*
COC(C(=O)NNS(=O)(=O)c1ccccc1[N+](=O)[O-])c1ccccc1 (stereo not drawn)	1	12	19%	7%	-96*	0%	-1%	-4	2%	4%
CCN(CC)C(=O)CSc1nnc([C@H](CCSC)NC(=O)OC(C)(C)C)o1	-3	-5	8%	-4%	-1	0%	1%	3	1%	-2%
CS(=O)(=O)N1CCN(c2ccc(C(=O)NC34CC5CC(CC(C5)C3)C4)cc2[N+](=O)[O-])CC1	5	-5	2%	3%	-1	-1%[46.1 µM]	2%	12	0%	19%

(further entries)
SMILES	TRPV1 ag	KCNH2 3.1 inh	Eya2 phos inh	AT treatment	KCNH2 WT inh	TCR activator	USP2a inh	TSHR antagonist	Mito fusion yeast	ELG1 repair inh
CCOc1ccccc1C1C(C(=O)OC)=CN(C)C=C1C(=O)OC	-3	5	0%	29%	7	-3%	-1%	-2	2%	0%
COC(=O)CCSc1cc([N+](=O)[O-])cc2c1c(C1OCCS1)nn2-c1ccccc1 (stereo not drawn)	5	3	1%	0%	-10	4%	-1%	-7	3%	10%
CC(C)(C)n1cnc2cc(NC(=O)c3ccc(Cl)cc3)ccc21	-4	-4	-18%	3%	8	x	-1%	-19	-2%	u
COc1cccc(OC)c1OCCCN1CCC(Cc2ccccc2)CC1	3	-70*	0%	-12%	-10	-2%	3%	-1	-2%	-13%
CC(C)NC(=O)C1CC=CCC1C(=O)O (stereo not drawn)	0	-16	2%	-3%	2	0%[46.1 µM]	2%	7	-3%	-3%
O=C1CC2(CCCC2)C(=O)N1c1ccc(S(=O)(=O)NCC2CC2)cc1Cl	6	4	-4%	-5%	-1	0%	4%	13	-2%	-29%
Cc1cc(OCCN2CCCC2)ccc1[N+](=O)[O-]	-7	-3	9%	2%	2	-5%[46.1 µM]	1%	8	-1%	13%
COC(=O)c1ccc(OCC(=O)Nc2ccsc2C(=O)OC)cc1	1	-11	1%	-1%	4	1%	12%	-13	3%	u
CCc1ccccc1NC(=O)CN(C)S(=O)(=O)c1ccc2c(c1)c(=O)n(C)c(=O)n2C	-3	-3	-10%	5%	35	16%	3%	-15	0%	-18%
CCCC(C)c1nc(C(N)=O)c2[nH]c(=O)n(-c3ccc(OC)c(OC)c3)c2n1 (stereo not drawn)	10	7	6%	2%	0	-5%	-1%	-2	14%	-19%
CC(C)c1ccc(-n2nnnc2SCC(=O)NC2CC2)cc1	15	-9	-10%	6%	5	8%	4%	6	8%	6%
CCn1c(C)nc2cc(C(=O)NNC(=O)CCC3CCCCC3)ccc21	1	-2	0%	8%	-4	3%[46.1 µM]	3%	49	6%	u
CCC(=O)Nc1nc2ccccc2n1CCN(CC)CC	1	12	6%	1%	1	x	1%	-4	-10%	-7%
CC(/C=C/C=C/c1ccccc1)=N/NC(=O)CNc1ccc(C)cc1	2	-20	-2%	3%	-23	-21%	-4%	0	0%	0%
COC(=O)c1ccc(OCC(O)CN(CC(C)C)CC(C)C)cc1 (stereo not drawn)	17	-5	-5%	10%	-1	0%	0%	-1	3%	-17%
O=S(=O)(Nc1ncccn1)c1ccc(NC(=S)Nc2ccccc2)cc1	-6	19	11%	-7%	-4	1%	-3%	20	-2%	9%
Cc1ccc(Cl)cc1NC(=O)C[n+]1ccc(Cc2ccc([N+](=O)[O-])cc2)cc1	1	-9	4%	5%	2	-5%	-1%	-3	-5%	u
CCc1ccccc1NC(=O)CSc1ncn[nH]1	2	-10	5%	-3%	-1	9%	3%	16	-6%	-4%
COC(=O)Nc1ccc([N+](=O)[O-])cc1OC	0	-7	1%	-1%	-4	4%[46.1 µM]	-5%	0	-3%	22%
CSc1ccc(-c2nc(CSCC(=O)N3CCOCC3)c(C)o2)cc1	16	-20	1%	-8%	-10	-6%	1%	-24	0%	u
O=C(c1n[nH]c(=O)c2ccccc12)N1CCN(S(=O)(=O)c2ccccc2Cl)CC1	-3	4	15%	16%	0	-1%	0%	42	4%	-17%
CC1(c2ccccc2)NC(=O)N(CC(=O)Nc2ccc(N3CCOCC3)cc2N2CCOCC2)C1=O (stereo not drawn)	2	6	-2%	7%	2	7%	5%	-22	0%	u
O=C(Nc1cccnc1Cl)c1cc2c(s1)-c1ccccc1OC2	u	-3	14%	32%	-4	-4%	2%	-4	-5%	29%
Cc1cc(C)nc(SCc2nnc(SCC(=O)Nc3nccs3)n2C)n1	-4	-1	-18%	-2%	-6	6%[46.1 µM]	2%	1	-3%	3%
COC(=O)c1ccc(=O)c2nc3/c(=C/O)c(O)cc(=O)c3[nH]c12	-2	3	2%	-9%	-10	-5%	-23%	-12	-5%	u
CCN1CCN(c2nc(-c3ccccc3)nc3ccccc23)CC1	21	-1	-10%	-2%	6	-9%[46.1 µM]	0%	15	2%	-19%
CCOc1cc(/C=C2\C(=N)N3N=C(C)SC3=NC2=O)ccc1OCCOc1cccc(OC)c1	2	-6	-10%	5%	-7	11%	-3%	2	2%	-3%
CCc1ccc(NC(=O)c2noc(C(C)C)c2[N+](=O)[O-])cc1	u	4	2%	1%	-11	3%	-1%	0	-2%	u
CCCCCn1c2nc3ccccc3nc2c2c(=O)n(CC3CCCO3)c(C)nc21 (stereo not drawn)	0	x	-3%	-2%	x	x	1%	10	1%	16%
CCOC(=O)Cn1cc(C(=O)C2CC2)c2ccccc21	-3	8	13%	-5%	-4	-2%	0%	2	-3%	0%
CC(C)SCC(=O)Nc1ncc2c(n1)-c1ccccc1CC2	14	4	10%	3%	-7	3%	4%	4	8%	3%
C[C@H](NC(=O)c1nc[nH]c1C(=O)NC1CCNCC1)C(=O)OC(C)(C)C	-3	9	8%	20%	-3	5%	0%	-1	-3%	u
CC1(C)Cc2c(sc3nc4n(c(=N)c23)CCC4)CO1	-4	-1	6%	0%	-10	0%	0%	4	-1%	-7%
C=CCc1ccccc1OCCNCc1ccccc1	2	8	3%	1%	9	-5%	-1%	4	14%	4%
COc1ccc2oc(=O)c(C(=O)Nc3ccccc3C)cc2c1	1	8	-3%	-13%	-15	-3%	0%	-3	4%	u
O=C(CSc1nnc(-c2ccncc2)n1Cc1ccccc1)NC1CCCc2ccccc21 (stereo not drawn)	-7	-13	2%	4%	3	-6%[46.1 µM]	2%	3	-4%	u
O=C(Nc1ccc(Cc2ccncc2)cc1)c1ccc([N+](=O)[O-])o1	4	-34	0%	16%	-14	1%	-1%	-13	-24%	-13%
CCc1ccc(OCC(=O)Nc2ccc(N3CCN(C(=O)c4ccccc4)CC3)cc2)cc1	1	-11	4%	5%	32	2%	0%	-18	-4%	-3%
CN(C)/C=N/NC(=O)c1ccc(Cl)cc1	0	8	18%	1%	-3	2%	2%	-2	9%	6%
Cc1sc2ncnc(SCC(=O)N3CCOCC3)c2c1C	8	1	2%	2%	-8	8%	2%	-2	-2%	u
O=S1(=O)NC(=NC2CCCCCC2)c2ccccc21	11	-7	-18%	-3%	-3	5%	1%	11	5%	13%

From PubChem BioAssay
